# Bioassay records (PubChem BioAssay)
# ALOX12 inh: ALOX12 (human) lipoxygenase inhibition; P18054; purified 12hLO, xylenol orange hydroperoxide absorbance; Potency, µM (titrated, usually from 108 µM), for inactives: at the highest dose activity change, negative = inhibition, hits mostly inhibitors; 1.1% of 580,000 active; note: potency is the fitted concentration of half-maximal effect; % is set by controls: 0 for no effect and ±100 for the full control effect
#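 Purified human 12hLO (150 nM final) in 25 mM Hepes, 0.01% Triton X-100, pH 7.0 was preincubated 15 min at room temperature with compound. Then 40 uM arachidonic acid was added, 30 min. Hydroperoxide was read by Fe-XO absorbance ratio 573/405 nm.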
# Pol iota inh: DNA polymerase iota (human) inhibition; Pol iota fluorescent replication assay, 10 min; Q9UNA4; Potency, µM (doses to about 115 µM), for the others: top-dose activity, negative = inhibition, most hits filed as inhibitors; 1% of 390,000 active; note: potency is the fitted concentration of half-maximal effect
#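 Fluorescent replication assay read twice, at 0 min and 10 min after adding 50 nM (final) substrate. Enzyme (10 nM) and compounds were first incubated 15 min at room temperature; enzyme-free buffer wells were negative controls.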
# POLK inh: inhibitors of human DNA polymerase kappa; 0.53% of 400,000 active; Potency, µM (series often up to 107 µM), for the others: top-dose activity, negative = inhibition, actives largely listed as inhibitors; purified Pol kappa, fluorescent DNA synthesis assay, 10 min; Q9UBT6; AID 588579; note: potency is the fitted concentration of half-maximal effect; % is set by controls: 0 for no effect and ±100 for the full control effect
# Target sequence (Q9UBT6 whole entry, looked up): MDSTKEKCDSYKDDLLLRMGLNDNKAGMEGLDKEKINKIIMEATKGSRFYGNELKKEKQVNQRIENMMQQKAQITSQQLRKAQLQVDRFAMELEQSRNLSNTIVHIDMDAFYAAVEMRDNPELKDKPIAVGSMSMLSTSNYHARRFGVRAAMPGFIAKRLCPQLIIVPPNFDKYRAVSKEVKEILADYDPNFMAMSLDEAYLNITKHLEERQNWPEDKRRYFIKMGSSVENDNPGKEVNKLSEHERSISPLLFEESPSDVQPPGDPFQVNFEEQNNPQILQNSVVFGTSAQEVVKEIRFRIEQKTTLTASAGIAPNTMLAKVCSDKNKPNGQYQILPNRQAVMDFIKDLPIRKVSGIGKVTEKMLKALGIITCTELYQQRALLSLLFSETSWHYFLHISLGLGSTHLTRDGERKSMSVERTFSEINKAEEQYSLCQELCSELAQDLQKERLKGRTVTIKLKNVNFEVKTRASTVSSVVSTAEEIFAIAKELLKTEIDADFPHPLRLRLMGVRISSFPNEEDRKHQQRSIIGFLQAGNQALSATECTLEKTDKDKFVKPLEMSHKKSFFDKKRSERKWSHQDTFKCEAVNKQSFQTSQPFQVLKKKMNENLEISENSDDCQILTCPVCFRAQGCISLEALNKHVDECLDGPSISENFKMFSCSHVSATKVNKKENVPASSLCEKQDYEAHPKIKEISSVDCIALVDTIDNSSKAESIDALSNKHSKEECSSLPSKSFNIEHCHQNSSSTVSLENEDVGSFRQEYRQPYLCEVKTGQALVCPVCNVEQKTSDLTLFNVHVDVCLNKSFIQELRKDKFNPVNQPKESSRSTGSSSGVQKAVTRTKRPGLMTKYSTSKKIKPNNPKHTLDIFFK
#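 Enzyme at 10 nM met test compounds for 15 min at room temperature. Substrate addition (50 nM final) began the reaction, which was monitored by fluorescence at 0 and 10 min.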
# POLB inh: inhibitors of human DNA polymerase beta. Pol beta primer extension/strand displacement, fluorescence kinetic. Potency, µM (titrated, usually from 114 µM), without a hit: top-dose activity change, negative = inhibition, hits mostly inhibitors. P06746. 1.3% of 340,000 active. AID 485314; note: potency is the fitted concentration of half-maximal effect; % is set by controls: 0 for no effect and ±100 for the full control effect
#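 Kinetic readout of DNA synthesis with strand displacement by Pol beta. Compound and 10 nM enzyme sit 15 min at room temperature; 50 nM substrate starts the reaction, read immediately and at 10 min.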
# Apoferritin bind: binds horse apoferritin like a general anesthetic; Potency, µM (doses to about 77.5 µM), without a hit: top-dose activity change, negative = displacement, usual class: inhibitors; P02791; apoferritin/1-aminoanthracene competitive binding, fluorescence; 0.074% of 350,000 active; note: potency is the fitted concentration of half-maximal effect; % is set by controls: 0 for no effect and ±100 for the full control effect; nearly all actives have a fitted effect of over 20% in size
# Target sequence (P02791 2-175 limits assumed): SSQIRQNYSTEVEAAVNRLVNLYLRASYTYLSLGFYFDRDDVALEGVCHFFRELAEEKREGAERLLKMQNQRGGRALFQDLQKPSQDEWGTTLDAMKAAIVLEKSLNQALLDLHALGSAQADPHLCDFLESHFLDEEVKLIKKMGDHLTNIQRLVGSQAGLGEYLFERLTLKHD
#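 Horse-spleen apoferritin (10 uM) in 50% saturated 1-aminoanthracene in PBS was incubated 10 min at room temperature with compound. Fluorescence (ex 380, em 535 nm) was normalized to free and bound 1-AMA, with concentration-response fitted by a four-parameter Hill equation.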
# APE1 inh: blocks human APE1 abasic DNA cleavage | recombinant APE1, TAMRA/BHQ-2 abasic DNA cleavage fluorescence | 0.35% of 350,000 active | Potency, µM (doses to about 65.8 µM), for the others: at the top dose activity change, negative = inhibition, hits mostly inhibitors | P27695 | AID 2517;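 note: potency is the fitted concentration of half-maximal effect; plate controls were vehicle for no effect and reference inhibitor for full effect; nearly all actives have a fitted effect of over 55% in size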
#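 Quantitative HTS: incision of a TAMRA/BHQ-2 double-stranded substrate bearing a tetrahydrofuran abasic site by 0.75 nM APE1 raises fluorescence. Substrate 50 nM final, added after 15 min compound preincubation at room temperature; progress as third-minus-first kinetic read difference.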
# TRHR ag: activates the human TRH receptor; P34981; TRHR cells, calcium flux fluo-8, FDSS agonist mode; activation, % at 2 µM; 0.18% of 360,000 active; AID 493084; in the data active = activation above about 30%; note: 0% is about no effect
#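 TRHR-expressing cells loaded with fluo-8 calcium dye; 23 nL library compound pin-transferred, kinetic FDSS fluorescence (Ex 480/Em 530) recorded about 180 s for agonist-induced calcium release, before a 10 nM TRH EC20 addition for potentiator mode.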
# BLM helicase inh: Bloom syndrome helicase (human) inhibition. P54132. recombinant BLM DNA unwinding, fluorescence dequenching. Potency, µM (doses to about 56.1 µM), for the others: at the highest dose activity change, negative = inhibition, usual class: inhibitors. 0.2% of 350,000 active;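 note: potency is the fitted concentration of half-maximal effect; plate controls were vehicle for no effect and no enzyme for full effect; nearly all actives have a fitted effect of over 35% in size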
# ERG-DNA inh: ERG Ets/DNA interaction inhibition. Potency, µM (highest dose often 76.9 µM), inactives show at the highest dose FP activity, negative = inhibition, usual class: inhibitors. fluorescence polarization, His-ERG Ets domain / labelled DNA. AID 624246. 0.028% of 370,000 active. P11308; active = well fitted inhibition curve with a large enough effect in the polarisation, with a control signal flat; inconclusive = small, poorly fitted or top-dose-only effect, or effect the other way, or a change in a side signal; inactive = no such curve, though single readings can be large or run the other way; the % refers to the polarisation;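 note: polarization taken with two DNA probes labelled with fluorescein and Texas red; potency is the fitted concentration of half-maximal effect; % of control where 0% means no effect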
#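 His-tagged ERG Ets domain (1 uM in the protein solution; 300mM KCl, 50mM Tris-HCl, 1mM EDTA, 1mM DTT, pH 7.5) received compound, then a probe mix of 5 nM fluorescein-DNA and 100nM Texas-615-DNA. Fluorescence polarization was read for both dyes.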
# * = called active by the depositor; i = inactive; ? = inconclusive; nt = no result given; & = joins results of further samples; [ ] = dose if it differs, or a comment. Unless noted, calls come from the whole dose curve; as a rule, active = well fitted curve in the direction sought with a large enough effect; inconclusive = small, poorly fitted or top-dose-only effect, or another doubt; inactive = no such curve, though single readings can be large; an effect the other way counts as inactive or inconclusive.
SMILES,ALOX12 inh,Pol iota inh,POLK inh,POLB inh,Apoferritin bind,APE1 inh,TRHR ag,BLM helicase inh,ERG-DNA inh
NC(=O)C1CCN(CC(=O)Nc2ccccc2Sc2ccc(Cl)cc2)CC1,2%,123%[activator],-10%,5%,-10%,7%,0.3,-6%,3%
CCOc1ccc(-n2nc3ccc(NC(=O)c4ccc(C)cc4C)cc3n2)cc1,0%,13%,2%,9%,8%,nt,2.5,-3%,-8%
COc1ccc(NC(=O)c2nc[nH]c2C(=O)N2CCN(C(=O)OC(C)(C)C)CC2)cc1,10%,19%,-16%,2%,-3%,-1%,-0.5,-1%,-10%
NC(=O)NC(=O)COC(=O)c1ccccc1OCc1ccc(F)cc1,-16%,31%[activator],8%,0%,1%,7%,-0.5,-5%,6%
CCc1cccc(CC)c1NC(=O)c1c(C)oc2ccc(O)c(CN3CCCC3)c12,-5%,23%,2%,5%,-9%,nt,-0.7,-4%,-1%
COC(=O)C1=C(C)N(Cc2ccccc2)C(=NCC(C)C)N[C@H]1c1cccc(F)c1,?,-5%,-12%,4%,-18%,-5%&12%,5.3,4%,-12%
O=C(NC1CCCC1)C(c1ccccc1)N(C(=O)c1ccno1)c1cccnc1 (stereo not drawn),-12%,?,6%,17%,-20%,17%,0.2,-2%,-2%
CCN(CC)CCOC(=O)c1ccc(NC(=O)COc2cc(=O)n(CC)c3ccccc23)cc1,?,20%,-2%,-27%,-2%,1%,0.2,31%[activator],0%
CN(c1ccccc1)S(=O)(=O)c1cccc(C(=O)NCCc2ccc(O)c(O)c2)c1,?,17%,-12%,?,-15%,-10%,0.2,-9%,1%
CC(CCc1ccccc1)NCC(O)c1ccc(O)c(C(N)=O)c1 (stereo not drawn),-26%,?,-5%[60.1 µM],-2%,0%&-7%,5%,-0.1,-1%&-6%,-8%
CCCCSCCCNC(=S)Nc1ccccc1C,?,70%[activator],-1%,18%,-17%,-3%,-0.1,-2%,6%
CSCC[C@H](NC(=O)[C@H](Cc1c[nH]c2ccccc12)NC(=O)CCNC(=O)OC(C)(C)C)C(=O)N[C@@H](CC(=O)O)C(=O)N[C@@H](Cc1ccccc1)C(N)=O,nt,nt,16%[60.1 µM],nt,3%,4%,nt,3%,nt
CCCOc1ccc(C(=O)NCCc2ccccc2)cc1,0%,-27%,-12%,83%,-9%,-5%,-0.3,-1%,-5%
CCCCCSc1nncc(=O)[nH]1,-23%,2%,-17%,6%,-8%,-2%,0.4,-3%,-1%
CCc1c(C)c(C#N)c2nc3ccccc3n2c1N(C)C,51%[activator],1%,-8%,2%,-6%,18%,0.1,2%,2%

# Limited to Apoferritin bind, POLB inh and APE1 inh, for three of the compounds above:
Molecule | Apoferritin bind | POLB inh | APE1 inh
CCCOc1ccc(C(=O)NCCc2ccccc2)cc1 | -9% | 83% | -5%
O=C(NC1CCCC1)C(c1ccccc1)N(C(=O)c1ccno1)c1cccnc1 (stereo not drawn) | -20% | 17% | 17%
CN(c1ccccc1)S(=O)(=O)c1cccc(C(=O)NCCc2ccc(O)c(O)c2)c1 | -15% | ? | -10%

# Continuation:
SMILES,ALOX12 inh,Pol iota inh,POLK inh,POLB inh,Apoferritin bind,APE1 inh,TRHR ag,BLM helicase inh,ERG-DNA inh
Cc1ccc(CN2C(=O)N/C(=C/c3ccc4c(c3)n(C)c(=O)n4C)C2=O)cc1,nt,nt,nt,-18%,-5%,21%,0.4,-12%,nt
O=C(CN(C(=O)CCC(=O)Nc1ccccn1)C1CCCC1)NCc1ccc(F)cc1,-11%,84%[activator],-6%,48%,-6%,17%,0.6,-3%,-3%
O=C(NNC(=S)Nc1ccccc1)Nc1ccccc1,-24%,-2%,-10%,21%,-3%,1%,0.2,-5%,-1%
Cn1c(=O)c2c(-c3ccc(C(C)(C)C)cc3)n(CC3CCCO3)cc2n(C)c1=O (stereo not drawn),?,0%,-7%,16%,-22%,-1%,-0.4,-2%,-17%
CCOC(=O)c1c(NC(=O)CN2C(=O)NC3(CCCCC3C)C2=O)sc(C)c1C (stereo not drawn),-23%,?,?,-9%,-4%,-4%,0.0,-9%,-3%
COc1cc2c(cc1OC)CN(CC(=O)NC(=O)NCc1ccccc1)CC2,24%,23%,5%,7%,169%[activator],15%,-0.1,0%,-3%
Cc1ccccc1OCC(O)Cn1nnc2ccccc21 (stereo not drawn),?,-1%,-9%,1%,-11%,6%,-1.0,-9%,-14%
CCC(C(=O)NCc1ccco1)N(C(=O)CNS(=O)(=O)c1ccc(C)cc1)c1ccccc1OC (stereo not drawn),0%,9%,1%,15%,-20%,-5%,-0.8,-1%,17%
Cc1cccc(OCC2CCCN(Cc3nc(C4CC4)no3)C2)c1 (stereo not drawn),-12%,28%,10%,79%,-22%,-1%,-1.3,-5%,-14%
COc1cccc(C2=CC(c3cccc(OC)c3OC)n3nnnc3N2)c1 (stereo not drawn),?,-7%,6%,3%,102%[activator],-1%,-0.6,-7%,5%
O=C(O)c1ccccc1S(=O)(=O)NCC(O)COC1CCCCC1 (stereo not drawn),0%,-1%,-10%,1%,-9%,2%,0.6,-1%,4%
O=C(NCc1ccccc1Cl)C1(S(=O)(=O)c2ccc(Cl)cc2)CC1,-5%,-10%,-3%,23%,6%,13%,-2.7,-3%,-1%
CCCCn1c(Nc2ccc(OC)cc2)nc2ccccc21,28%,-3%,-7%,57%,-13%,7%,0.1,1%,0%
O=C(/C=C/c1ccccc1)NNC(=O)c1ccco1,-3%,89%[activator],3%,33%,-9%,22%,0.4,3%,1%
Cc1cc(S(=O)(=O)N2CCCOC2CNC(=O)C(=O)NCCCN2CCOCC2)ccc1F (stereo not drawn),468%[activator],11%,0%,0%,-4%,10%,0.1,-1%,6%
CC(=O)Nc1ccccc1C(=O)C(=O)Nc1cccc(C(=O)NCc2ccccc2)c1,22%,11%,-11%,2%,-18%,-4%,-0.1,-1%,2%
O=S(=O)(c1cccc2cnccc12)N1CCNCC1,?,23%,-20%,nt,nt,1%&-3%,0.8,4%,-1%
COC(=O)N(C)CCCC1(C)C(=O)N(C)c2ccc(O)cc21 (stereo not drawn),1%,-1%,9%,12%,-5%,-2%,0.2,0%,0%
CCCCn1c(N)c(N(CC(C)C)C(=O)CCNC(=O)c2ccc([N+](=O)[O-])cc2)c(=O)[nH]c1=O,-8%,21%,-13%,nt,nt,-1%,-0.3,nt,5%
CC(=O)N1CCc2cc(S(=O)(=O)NCCC(=O)Nc3cc(C)cc(C)c3)ccc21,-25%,9%,-18%,-1%,-3%,1%,-0.8,-2%,-1%
CCN(Cc1ccncc1)Cc1cn(C)nc1-c1ccc(Oc2ccccc2)cc1,19%,2%,-13%,?,-17%,-3%,0.4,-7%,11%
COc1ccc(C)cc1S(=O)(=O)N(C)CC(=O)NCc1ccncc1,-10%,90%[activator],-7%,64%,-4%,-8%,0.6,2%,6%
O=C(N1CCOCC1)C(F)(F)C(F)(F)C(F)(F)C(F)(F)C(=O)N1CCOCC1,0%,17%,-13%,15%,9%,-1%,-0.2,-1%,2%
O=C(CSc1nccn1Cc1ccc(F)cc1)Nc1ccc2c(c1)OCO2,-6%,14%,-9%[60.1 µM],-5%,-6%,nt,-0.5,-1%,8%
COc1ccc(N2C(=O)c3ccc(C(=O)Nc4ccccc4O)cc3C2=O)cc1,-19%,-28%,-23%,-2%,-9%,23%,0.1,0%,6%
CC(C)c1nnc(NC(=O)C2CCCN2C(=O)Nc2ccc(F)cc2)s1 (stereo not drawn),-4%,2%,2%,0%,4%,56%,-1.0,-3%,-7%
O=C(C1CCCCCC1)N1CC[C@@H](N2CCC(O)CC2)[C@H](O)C1,20%,153%[activator],2%,49%,-6%,-9%,0.9,1%,-7%
CCOC(=O)N1CCN(CCC(=O)c2ccc(Br)cc2)CC1,?,120%[activator],3%,-3%,-3%,2%,-0.2,-3%,25%
COc1ccc(C(=O)N/N=C/c2ccccn2)cc1OC,0%,65%[activator],-20%,-4%,-3%,9%,0.5,-12%,1%
NC(N)=N/N=C/c1cccc(Cl)c1Cl,-8%&-17%,89%[activator],-2%,7%,-15%,-6%,0.4,-7%,-1%
CCCOc1nc(SCCC)nc2c1cnn2-c1ccccc1,3%,-8%,6%,-19%,-2%,35%[activator],1.1,-7%,3%
CCOc1ccccc1/C=C/C(=O)N1CCN(C(=O)c2ccco2)CC1,-1%,46%[activator],-13%,nt,nt,-1%,nt,nt,-8%
COCCCn1c(SCC(=O)N2CCCCC2C)nnc1-c1ccco1 (stereo not drawn),-3%,9%,-10%,26%,-11%,11%,-1.2,-1%,-9%
Cc1cccc(C)c1OCc1nnc(SCC(=O)Nc2ccccc2F)o1,185%[activator],6%,-14%,-22%,-14%,-1%,1.0,0%,10%
O=C(CN1C(=O)C(=O)N(Cc2ccco2)C1=O)NC1CCCCC1,-27%,?,?,-15%,-1%,-12%,0.3,0%,-5%
O=C(NC1CCCCC1)N1CCN(c2ccccc2)CC1,0%,15%,-3%,16%,-4%,7%,-0.2,2%,-6%
O=C(NN=C1CCCC1)c1cccs1,-18%,28%,1%,4%,-8%,5%,0.1,-2%,4%
COc1ccc(CNC(=O)CCCc2nnc3n(CCC(C)C)c(=O)c4sccc4n23)cc1,0%,19%,6%,-6%,17%,nt,-0.5,-1%,-4%
CC(C)(C)n1nc2c(c1NC(=O)c1ccccc1S(=O)(=O)C(F)F)CS(=O)(=O)C2,i,-30%,-2%,28%,-2%,-10%,0.3,-1%,-2%

# Some of the compounds tested (hit frequency here may not be typical).
